# Screening results (PubChem)
# CRFR2-BP antag: blocks CRF-induced signaling of the CRF-BP/CRF-R2 complex | HEK293 CRF-R2/CRF-BP, CRF-induced calcium fluorescence | inhibition, % at 11.8 µM | actives 0.59% (n = 350,000);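 active = inhibition of the ligand-induced calcium signal above about 50% at the single tested concentration, limit read from the data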
# M4 PAM: potentiates acetylcholine response at human M4 receptor. activation, % at 3 µM. actives 0.4% (n = 360,000). P08173. CHO-K1 hM4/Gqi5, Fluo-8 calcium fluorescence, ACh EC20; 0% = ACh EC20, 100% = maximal ACh;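 active = activation above its plate's cutoff, the mean activation of sample wells plus 3 SD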; note: some results filed as inactive read as strong as hits
# M1 PAM: positive allosteric modulators of human M1 muscarinic receptor. P11229. CHO-K1 hM1, Fluo-8 calcium fluorescence, ACh EC20; 0% = ACh EC20, 100% = maximal ACh. activation, % at 3 µM. actives 0.088% (n = 360,000); in the data active = activation above about 19%, passing the limit was not always enough
# Target sequence (P11229 whole entry, looked up): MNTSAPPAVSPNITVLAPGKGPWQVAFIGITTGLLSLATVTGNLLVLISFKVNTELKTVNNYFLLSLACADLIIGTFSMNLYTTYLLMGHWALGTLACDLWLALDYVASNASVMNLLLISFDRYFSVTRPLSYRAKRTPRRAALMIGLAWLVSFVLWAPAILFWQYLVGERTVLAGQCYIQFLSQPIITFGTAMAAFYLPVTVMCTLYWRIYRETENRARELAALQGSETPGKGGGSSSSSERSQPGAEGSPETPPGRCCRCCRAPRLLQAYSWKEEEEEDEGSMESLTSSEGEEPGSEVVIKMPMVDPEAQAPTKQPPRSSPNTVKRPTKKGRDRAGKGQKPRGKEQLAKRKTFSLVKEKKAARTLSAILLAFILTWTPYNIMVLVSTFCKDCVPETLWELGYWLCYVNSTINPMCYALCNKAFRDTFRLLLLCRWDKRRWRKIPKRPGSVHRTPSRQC
# M5 PAM: CHRM5 positive allosteric modulation; activation, % at 3 µM; CHO-K1 hM5, Fluo-8 calcium, ACh EC20 PAM; 0% = ACh EC20, 100% = ACh EC100; actives 0.3% (n = 360,000);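 active = activation above the run cutoff, the mean activation of all test compounds plus 3 SD, cut at about 18% in these data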
# Target sequence (P08912 whole entry, looked up): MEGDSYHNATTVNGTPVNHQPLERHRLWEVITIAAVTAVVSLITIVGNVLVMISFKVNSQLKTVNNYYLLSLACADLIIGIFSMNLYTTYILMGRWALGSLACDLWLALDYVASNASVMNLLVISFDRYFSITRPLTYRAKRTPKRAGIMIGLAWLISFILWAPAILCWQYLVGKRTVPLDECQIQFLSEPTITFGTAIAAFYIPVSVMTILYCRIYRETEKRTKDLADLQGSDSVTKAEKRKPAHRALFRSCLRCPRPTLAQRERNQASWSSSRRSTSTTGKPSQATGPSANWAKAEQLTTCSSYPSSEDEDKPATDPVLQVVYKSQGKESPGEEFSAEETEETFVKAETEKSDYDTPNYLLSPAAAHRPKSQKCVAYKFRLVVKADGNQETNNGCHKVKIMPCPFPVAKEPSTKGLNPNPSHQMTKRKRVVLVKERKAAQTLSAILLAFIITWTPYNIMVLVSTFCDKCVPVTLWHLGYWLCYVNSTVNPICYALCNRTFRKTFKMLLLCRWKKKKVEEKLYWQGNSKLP
#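 Replicates: One well per compound, no replicates | System: Human M5 receptor in CHO-K1 cells | Benchmarks: Low control EC20 acetylcholine (0%), high control EC100 acetylcholine (100%) | Probe or stimulus: Acetylcholine, EC20 level | Times: Fluo-8 loading 80 min at 37 °C plus 30 min room temperature | Signal: Intracellular calcium via Fluo-8 fluorescence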
# M4 antag: antagonists of human muscarinic M4 receptor (CHRM4); CHO-hM4 cells, ACh EC80, Fluo-8 calcium fluorescence; actives 0.73% (n = 360,000); inhibition, % at 3 µM; P08173;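 active = inhibition above its plate's cutoff, the mean inhibition of sample wells plus 3 SD, cut at about 27% in these data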;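 note: 0% = acetylcholine EC80 with DMSO and 100% = DMSO without agonist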
# CHRM4 agonist: agonists of human muscarinic M4 receptor (CHRM4) | P08173 | CHO-K1 hM4/Gqi5, Fluo-8 calcium fluorescence; vehicle 0%, full acetylcholine response 100% | activation, % at 3 µM | actives 0.14% (n = 360,000);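 active = activation above the run mean over all test wells plus 3 SD, cut at about 32% in these data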;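 note: peak over basal fluorescence ratio per well then scaled between controls; 0% = DMSO wells and 100% = acetylcholine at EC100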
# CRFR2-BP ag: agonists of human CRF-binding protein/CRF-R2 receptor complex; activation, % at 13.2 µM; AID 588473; HEK293 CRF-R2/CRF-BP, calcium dye fluorescence (FLIPR); percent of saturating CRF peptide response; actives 0.46% (n = 350,000);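 active = activation of at least 50%, plus an integration ratio under a set limit after plate pattern correction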;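 note: plate controls were neutral control wells without compound for no effect and CRF at EC100 for full effect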
# M5 ag: CHRM5 agonism in calcium assay; P08912; CHO-K1 hM5 cells, Fluo-8 calcium fluorescence; 0% DMSO wells, 100% maximal acetylcholine response; activation, % at 3 µM; actives 0.19% (n = 360,000); AID 624037;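 active = activation above the run's mean over test compounds plus 3 SD, cut at about 23% in these data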;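 note: signal is peak over basal fluorescence ratio across the kinetic read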
# M5 antag: antagonists of human muscarinic M5 receptor (CHRM5) | P08912 | CHO-hM5 cells, Fluo-8 calcium fluorescence, ACh EC80 | inhibition, % at 3 µM | actives 0.59% (n = 360,000);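 active = inhibition above a per-plate cutoff, the mean of that plate's test compounds plus 3 SD, cut at about 27% in these data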;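 note: 0% = acetylcholine EC80 with DMSO and 100% = DMSO without agonist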
# Starred values were filed as active, the others as inactive; . = no result given.
nr	mol	M4 PAM	M4 antag	M5 ag	M5 antag	CRFR2-BP ag	M5 PAM	CHRM4 agonist	CRFR2-BP antag	M1 PAM
1	COc1cccc(NC(=O)CN(C)C(=O)c2cc(S(=O)(=O)N3CCCCC3)ccc2Cl)c1	5	-2	4	2	0.7	0	8	-6	6
2	Nn1cc(-c2ccccc2)nc1SCC(=O)NCCN1C(=O)CSC1=O	0	11	1	-1	-0.8	3	1	-4	5
3	COc1ccc(OC)c(NC(=O)CSc2nnc(-c3ccco3)n2-c2ccc(C(=O)O)cc2)c1	8	-1	-6	-7	-1.6	5	0	0	3
4	CNC(=S)Nc1ccc([N+](=O)[O-])cc1	5	4	10	-1	1.1	-1	9	-4	3
5	COc1cccc(NC(=O)Cn2c(=O)n(-c3ccccc3)c(=O)c3oc4ccccc4c32)c1	14	-6	-1	6	1.5	-7	2	-11	3
6	COc1ccc(S(=O)(=O)N(C)c2ccc(C(=O)N3CCCCC3)cc2)cc1	-6	-8	3	12	2.7	-10	10	-21	5
7	CC(C)=C1SC(N2CCCCC2)=NC1=O	2	11	-11	4	-0.5	3	1	2	-8
8	COc1ccc(C(=O)N2CCC(C(=O)NCc3ccccn3)CC2)cc1	6	-2	1	-6	0.4	6	1	-7	8
9	Cc1cc(C)c2nc(NC(=O)c3ccc([N+](=O)[O-])o3)sc2c1	0	-1	-2	19	0.1	-1	0	6	6
10	O=S(Cc1ccc(Br)cc1)Cc1nnc(SCc2ccc(Br)cc2)n1-c1ccccc1 (configuration not stated)	6	-10	1	-19	-0.6	7	1	-7	4
11	O=C(NCC1CCCO1)c1cc(S(=O)(=O)N2CCOCC2)ccc1Cl (configuration not stated)	0	-15	-7	8	-0.5	-4	0	20	3
12	Cc1cccc(N(Cc2ccccc2)C(=O)Cc2ccc(S(=O)(=O)N3CCOCC3)s2)c1	-6	-2	-2	11	0.1	-7	6	10	0
13	O=C(CCCCn1c(=O)[nH]c2ccccc2c1=O)NCCC1=CCCCC1	-6	6	1	4	-1.6	-4	4	-5	5
14	COc1ccc2cc(CN(C(=O)Nc3ccccc3)C3CCCC3)c(=O)[nH]c2c1	-7	10	-3	8	-0.8	-3	0	-18	3
15	Cc1cc(OCCCN2CCCC2)ccc1Cl	-9	8	-17	9	7.7	-11	2	12	6
16	CC(=O)Nc1ccc(OCC(O)CN2CCN(c3cc(Cl)ccc3C)CC2)cc1 (configuration not stated)	0	9	-4	11	-0.5	-14	10	-31	-15
17	COc1ccc(NC(=S)NCc2ccccn2)cc1OC	4	-5	2	13	4.5	-1	1	14	10
18	Cc1ccc(NC(=O)CCCn2c(=O)[nH]c3ccsc3c2=O)cc1	1	-2	-3	17	0.2	-7	0	16	0
19	O=C(CCNC(=O)N1CC(=O)Nc2ccccc21)NCc1ccccc1	1	-7	1	0	-0.6	4	1	13	2
20	Cc1cc(C)cc(-c2nnc(SCC(=O)NCc3cccs3)o2)c1	17	3	-3	3	-0.9	1	-1	5	5
21	C#CCOC(=O)C(NC(=O)c1ccccc1)=C(C)C	25	4	-2	1	-3.8	3	0	-2	5
22	Cc1cc(CNC(=O)Cn2nc(C)c([N+](=O)[O-])c2C)c2ccccc2n1	-8	-1	0	2	3.0	0	0	7	-3
23	O=C(CCCc1nc(-c2ccccc2)no1)NCc1cccnc1	-5	2	-1	7	-0.1	-7	2	-4	4
24	CCOc1ccc(S(=O)(=O)N(CC(=O)NCc2cccnc2)c2ccc(F)cc2)cc1	-13	7	5	20	0.0	-14	21	-10	0
25	CCOC(=O)c1cnn(Cc2ccc(C)cc2)c1N	9	-15	0	3	-4.2	0	4	5	7
26	O=C(Nc1ccccc1)Nc1nc(-c2ccccc2)cs1	-31	10	6	23	6.6	-24	18	-8	-11
27	O=C(COC(=O)c1ccc(O)cc1)NCCC1=CCCCC1	5	-1	-5	-6	1.6	4	3	3	-2
28	COC(=O)c1cc(NC(=O)CSc2nc(C)cc(=O)[nH]2)cc(C(=O)OC)c1	0	7	2	5	-1.6	0	0	-6	0
29	CCOc1ccc(C(=O)C[n+]2ccc(C(=O)NCCO)cc2)cc1	2	-15	-4	1	-0.1	0	1	-1	4
30	O=C(C[C@H]1CC[C@@H]2[C@H](COC[C@@H](O)CN2Cc2cccc(F)c2)O1)NCC1CCCCC1	3	-5	0	2	.	-2	5	.	.
31	CCOc1ccc(CN2CCN(Cc3[nH]c4ccccc4c3C)CC2CCO)cc1 (configuration not stated)	-2	-6	-3	-9	-2.2	-1	24	-48	7
32	CC(Sc1nnc(C2CC2)n1C1CC1)C(=O)NC1(C#N)CCCCC1 (configuration not stated)	-1	2	0	10	0.0	3	0	2	15
33	Cc1cc(NC(=O)c2noc3c2CCCCC3)no1	13	-3	0	-4	-5.0	5	1	-40	11
34	O=C(Cc1c(Cl)cccc1Cl)N1CCN(S(=O)(=O)c2cccs2)CC1	3	-1	-1	-2	1.3	5	0	-11	3
35	Cc1ccc(CN(C)C[C@@H]2OCc3cnnn3CCCC(=O)N([C@H](C)CO)C[C@H]2C)cc1	2	-10	0	-1	3.6	2	0	7	6
36	Cc1cccc(OCCCCN2CCNCC2)c1	1	-11	-9	11	0.3	4	1	1	14
37	CCOC(=O)NC(O)C(=O)c1ccc(F)cc1 (configuration not stated)	-1	-1	0	4	-4.0	-6	1	30	5
38	COc1ccc(N(C(=O)c2cccnc2)S(=O)(=O)c2ccc3c4c(cccc24)C(=O)N3C)cc1	-4	6	0	1	-1.4	-4	6	-11	-2
39	CC(C)(C)c1ccc(C(=O)Nc2ccc(O)c3c(=O)cc(-c4ccccc4Cl)oc23)cc1	1	-9	5	5	0.5	7	2	-9	-10
40	Cc1ccc2nc(-c3ccncc3)c(NC3CCCCC3)n2c1	-8	13	-2	6	-4.8	-6	0	0	0
41	C=C(C)CNC(=S)Nc1cccc(S(=O)(=O)NC2=NCCC2)c1	9	-4	-1	4	1.6	9	1	-4	3
42	Cc1cccc(NC(=O)CCC(=O)c2cccs2)n1	11	-29	-3	-8	-0.2	1	1	-2	1
43	CC(=O)Nc1ccc(C=NNC(=O)CCCC(=O)NN=Cc2ccc(NC(C)=O)cc2)cc1	3	-8	0	12	-1.5	8	0	-4	11
44	C=CCC[C@@H](Cc1ccc(F)cc1)C(=O)OC[C@@H](Cc1c[nH]c2ccccc12)NC(=O)[C@H](CC=C)CC(=O)NCCO	2	3	1	8	-2.0	0	5	-3	0
45	NC(=O)c1cc(Cc2ccccc2)sc1NC(=O)c1ccco1	-8	15	3	1	0.5	-11	2	-28	3
46	CCOC(=O)CC(=O)CSc1nc(-c2ccccc2)cc(-c2ccccc2)c1C#N	-8	7	-3	6	0.6	-12	2	4	-8
47	Cc1nn(-c2ccccc2)c(Cl)c1C(=O)OCC(=O)NCCc1ccccc1	-5	0	0	-2	-8.2	0	11	21	2
48	COc1cc2c(cc1OC)-c1cc(NC3CCCCCC3)nc(=O)n1CC2	-6	2	-4	-5	-1.6	-2	1	6	-1
49	Cc1ccc2cc(CNC(C)C)c(=O)[nH]c2c1	-1	7	1	-1	0.1	5	0	-30	4
50	CSc1nsc(SCC(=O)Nc2c(C)n(C)n(-c3ccccc3)c2=O)n1	0	-3	0	0	1.4	-10	0	-7	8
51	O=C(NCCCN1CCOCC1)c1ccc(S(=O)(=O)Nc2cccc(C(F)(F)F)c2)cc1	7	-14	-2	5	0.7	0	2	-6	7
52	Cc1ccc(NC(=O)CSc2ncc3ccccn23)cc1	-4	-4	-3	2	3.6	-1	0	-1	2
53	O=C(Nc1cccc(S(=O)(=O)N2CCOCC2)c1)c1cc2ccccc2o1	-3	1	0	5	-1.1	-7	11	-1	-2
54	CN(C1CCCCC1)S(=O)(=O)c1ccc(NC(=O)CCC(=O)O)cc1	-2	1	-1	-6	2.4	2	0	-17	4
55	Cc1ccc(-c2[nH]ncc2CNCCc2cnn(-c3ccccc3)c2)cc1C	-10	15	1	-2	0.8	-7	18	-13	7
56	Cc1ccc(Cl)cc1NC(=S)N(CCCN1CCN(C)CC1)Cc1ccco1	15	5	-7	6	1.2	7	2	-24	15
57	Cc1cc2ccccn2c1C(=O)c1ccc([N+](=O)[O-])o1	-5	-2	-5	1	-0.9	5	0	2	7
58	CCOC(=O)C1CCCN(C(=O)c2ccc(CNc3c(N4CCC(C)CC4)c(=O)c3=O)cc2)C1 (configuration not stated)	0	-1	0	-3	0.8	0	0	4	5
59	NS(=O)(=O)c1ccc(SCc2ccccc2)nc1	-17	-3	-4	0	-1.5	2	2	7	0
60	O=C(CN1C(=O)COc2ccc(S(=O)(=O)N3CCCC3)cc21)N1CCCC1	-3	-10	5	7	-0.3	-6	0	-10	11

# (more compounds)
nr	mol	M4 PAM	M4 antag	M5 ag	M5 antag	CRFR2-BP ag	M5 PAM	CHRM4 agonist	CRFR2-BP antag	M1 PAM
61	COc1cccc(-n2nnc3c(=O)n(C/C=C/c4ccccc4)cnc32)c1	-9	-9	1	6	16	-9	11	17	-3
62	CCNC(=S)N/N=C/c1cc(C)ccc1C	6	-6	-5	1	0.7	-7	-3	-14	-14
63	COc1ccc(-c2oc3ccccc3c2C(=O)Oc2ccccc2)cc1	-3	-6	1	11	2.6	-1	2	-3	-3
64	CCc1ccc(-c2cc(C)no2)cc1S(=O)(=O)NCCc1ccc(S(N)(=O)=O)cc1	0	-17	-5	-7	-0.2	-2	3	-16	11
65	O=C(Nc1cccc(S(=O)(=O)NC2=NCCC2)c1)c1cc(F)c(F)c(F)c1F	6	-5	1	8	-0.6	-2	3	6	2
66	O=C(C1CCCCC1)N1CCN(C(=O)C2CCCCC2)CC1	-6	0	2	-3	9.8	7	0	-20	-6
67	COc1ccc(-c2nnn(Cc3nc(N)nc(N4CCOCC4)n3)n2)cc1OC	7	-3	3	-4	-0.1	2	1	-8	7
68	Cc1sc(NC(=O)CSc2nnc(N)s2)c(C#N)c1C	-6	1	3	0	1.2	-2	0	27	9
69	C1CSC2(N1)C1CC3CC(C1)CC2C3 (configuration not stated)	4	-6	-1	0	-1.2	1	1	5	3
70	CC(C)n1nnnc1-c1cc(Cl)cc(Cl)c1	16	-1	1	-10	-0.1	6	2	-9	5
71	Cc1ccc(C(=O)CCC(=O)Nc2ccccc2C)cc1C	-7	12	2	-5	-2.5	0	0	4	9
72	Nc1cc(S(=O)(=O)c2ccc(N3CCCCC3)c(N)c2)ccc1N1CCCCC1	-7	6	4	10	0.7	-4	4	-17	-15
73	O=c1c2ccccc2oc2cc(Br)ccc12	1	-1	-4	7	-1.5	-2	-1	2	-10
74	CCCCNC(=O)COCc1cc(-c2ccc3c(c2)OCO3)on1	15*	-5	-1	8	-0.4	-6	6	4	13
75	COc1ccc(C(c2nnnn2Cc2cccs2)N2CCN(c3ccccc3)CC2)cc1OC (configuration not stated)	-4	-1	-5	1	-0.9	-1	3	17	3
76	Cc1ccc(NS(=O)(=O)c2ccc(Cl)c(NC(=S)NC(=O)C3CCCCC3)c2)cc1Cl	-8	5	-3	10	-2.1	-11	-1	-60	-11

# Compounds shown so far with bromine, in the order listed:
nr	mol	M4 PAM	M4 antag	M5 ag	M5 antag	CRFR2-BP ag	M5 PAM	CHRM4 agonist	CRFR2-BP antag	M1 PAM
10	O=S(Cc1ccc(Br)cc1)Cc1nnc(SCc2ccc(Br)cc2)n1-c1ccccc1 (configuration not stated)	6	-10	1	-19	-0.6	7	1	-7	4
73	O=c1c2ccccc2oc2cc(Br)ccc12	1	-1	-4	7	-1.5	-2	-1	2	-10
